MPTP inh – mitochondrial permeability transition pore inhibitors, primary screen, biochemical, isolated mouse mitochondria, absorbance; Ca2+ swelling absorbance, 30 min; inhibition, % at 10 µM; 360,000 compounds, 1.4% hits; AID 602449, 2012;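 active = inhibition of 50% or more, scaled per plate between neutral and stimulator controls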;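 note: 0% = DMSO wells given calcium and 100% = 1 mM EGTA wells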
A3G deaminase – APOBEC3G DNA deaminase inhibitors, primary screen, biochemical, fluorescence, single-stranded DNA substrate, uHTS. DNA dC->dU-editing enzyme APOBEC-3G (Homo sapiens), Q9HC16. AID 493012, 2011. recombinant A3G, ssDNA deamination FAM/TAMRA fluorescence. 330,000 compounds, 0.28% hits. inhibition, % at 20 µM;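 active = inhibition of at least 40% at 20 µM, with no more than 30% in the related APOBEC3A deaminase screen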;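 note: plate controls were DMSO wells with A3G for no effect and wells lacking A3G enzyme for full effect; some compounds called inactive have numbers as strong as hits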
Target sequence (Q9HC16 whole entry, looked up): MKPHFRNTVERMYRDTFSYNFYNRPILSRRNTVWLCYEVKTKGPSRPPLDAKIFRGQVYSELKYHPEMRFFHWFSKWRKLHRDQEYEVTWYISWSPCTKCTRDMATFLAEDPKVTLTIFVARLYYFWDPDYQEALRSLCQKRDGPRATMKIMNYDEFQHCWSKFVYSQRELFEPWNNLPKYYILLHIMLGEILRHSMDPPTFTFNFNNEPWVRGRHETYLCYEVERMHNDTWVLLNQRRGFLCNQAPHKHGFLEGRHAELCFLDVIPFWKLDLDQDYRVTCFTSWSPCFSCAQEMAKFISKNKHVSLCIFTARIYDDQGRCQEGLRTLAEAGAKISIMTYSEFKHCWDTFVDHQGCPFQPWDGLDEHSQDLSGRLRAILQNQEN
GRIN3A LBD mod – binders of NR3A ligand-binding domain, primary screen, biophysical, differential scanning fluorimetry, uHTS. Tm shift relative to glycine control, % at 25 µM. NR3A LBD differential scanning fluorimetry, Tm shift; 0% = protein alone, 100% = glycine-bound protein. 340,000 compounds, 2.5% hits. Glutamate receptor ionotropic, NMDA 3A (GRIN3A) ligand-binding domain;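 active = melting temperature shift of at least 10% of the positive control shift, at one fixed dose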
A3A deaminase – APOBEC3A ssDNA deaminase inhibitors, primary screen, selectivity assay for APOBEC3G inhibitor project, biochemical, FAM/TAMRA oligo cleavage fluorescence | DNA dC->dU-editing enzyme APOBEC-3A (Homo sapiens), P31941 | recombinant A3A, FAM/TAMRA ssDNA deamination fluorescence | inhibition, % at 20 µM | 330,000 compounds, 0.41% hits | AID 493011, 2011;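 active = at least 40% inhibition at 20 µM here, with at most 30% in a related deaminase screen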;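 note: plate controls were A3A with DMSO for no effect and wells lacking A3A enzyme for full effect; some results filed as inactive read as strong as hits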
EBI2 antag – EBI2 receptor antagonists, beta-arrestin recruitment, primary screen, cell-based, luminescence, 7a,25-OHC stimulation, uHTS. G-protein coupled receptor 183 (Homo sapiens), P32249. 7a,25-OHC stimulated. inhibition, % at 5 µM. 360,000 compounds, 0.81% hits; in the data active = inhibition above about 38%;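 note: enzyme fragment complementation signal reports receptor beta-arrestin coupling in cells; 0% = agonist plus DMSO wells and 100% = wells without agonist; some results beyond the cut were filed as inactive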
Target sequence (P32249 whole entry, looked up, the tested form may be a part): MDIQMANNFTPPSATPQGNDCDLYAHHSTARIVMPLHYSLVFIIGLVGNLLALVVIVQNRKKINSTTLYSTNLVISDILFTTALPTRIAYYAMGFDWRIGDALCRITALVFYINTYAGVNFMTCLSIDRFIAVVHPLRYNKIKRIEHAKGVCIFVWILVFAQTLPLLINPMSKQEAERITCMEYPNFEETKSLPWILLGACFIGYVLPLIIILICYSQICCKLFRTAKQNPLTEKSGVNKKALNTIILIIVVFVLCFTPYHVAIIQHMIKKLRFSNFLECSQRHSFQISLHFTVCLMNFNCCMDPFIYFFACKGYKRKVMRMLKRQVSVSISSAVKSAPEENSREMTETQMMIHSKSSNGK
Gli-Sufu block – Gli-Sufu pathway antagonists, primary screen, luciferase luminescence, Sufu-KO-LIGHT cells, uHTS | 340,000 compounds, 0.74% hits | AID 588413, 2011 | inhibition, % at 5 µM | Sufu-KO-LIGHT fibroblasts, Gli luciferase reporter luminescence;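 active = inhibition above about 55%, limit read from the data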;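 note: 0% = DMSO-treated cells and 100% = wells with medium but no cells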
CXCR6 inh – CXCR6 receptor inhibitors, primary screen, cell-based, beta-arrestin, luminescence, CHO-K1 PathHunter, 1536-well. C-X-C chemokine receptor type 6 (Homo sapiens), O00574. 360,000 compounds, 0.36% hits. inhibition, % at 20 µM; in the data active = inhibition above about 34%, passing the limit was not always enough;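 note: antagonist mode with CXCL16 agonist at 10 nM final; 0% = 10 nM CXCL16 with DMSO and 100% = unstimulated wells without agonist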
Target sequence (O00574 whole entry, looked up): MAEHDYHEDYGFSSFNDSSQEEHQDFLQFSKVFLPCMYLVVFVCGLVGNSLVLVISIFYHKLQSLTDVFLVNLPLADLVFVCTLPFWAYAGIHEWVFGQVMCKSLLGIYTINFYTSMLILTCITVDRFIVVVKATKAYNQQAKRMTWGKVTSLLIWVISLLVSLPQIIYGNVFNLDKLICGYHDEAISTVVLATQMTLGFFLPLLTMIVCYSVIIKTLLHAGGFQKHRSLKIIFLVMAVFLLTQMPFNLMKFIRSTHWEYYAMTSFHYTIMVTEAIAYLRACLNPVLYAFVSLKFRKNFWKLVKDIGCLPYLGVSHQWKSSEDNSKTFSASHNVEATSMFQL
CCR6 antagonist – CCR6 receptor antagonists, primary screen, cell-based, CHO-K1, luminescence, beta-arrestin, uHTS; CHO-K1 CCR6 PathHunter beta-arrestin, CCL20-stimulated; inhibition, % at 20 µM; 340,000 compounds, 0.49% hits; AID 493098, 2011;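 active = compounds whose inhibition of the agonist-driven luminescence signal at 20 µM reaches about 50%, limit read from the data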;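 note: cells stimulated with CCL20 at 14 nM final; plate controls were DMSO with CCL20 for no effect and DMSO without agonist for full effect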
Numbers without * were called inactive; / = no result given.

Preview, 2 compounds:
SMILES | MPTP inh | A3G deaminase | GRIN3A LBD mod | A3A deaminase | EBI2 antag | Gli-Sufu block | CXCR6 inh | CCR6 antagonist
COc1ccc(NC(=O)CCN2C(=O)C3CC=CCC3C2=O)cc1S(=O)(=O)N1CCCCC1 (centres undefined) | -0.1 | -3 | 0 | 0 | -9 | -2 | -6 | 14
CCOC(=O)c1cc(-c2ccccc2)n[nH]1 | 1.4 | -3 | -2 | 0 | -31 | 3 | -2 | 16

The whole of this part, previewed entries included:
SMILES | MPTP inh | A3G deaminase | GRIN3A LBD mod | A3A deaminase | EBI2 antag | Gli-Sufu block | CXCR6 inh | CCR6 antagonist
COc1ccc(NC(=O)CCN2C(=O)C3CC=CCC3C2=O)cc1S(=O)(=O)N1CCCCC1 (centres undefined) | -0.1 | -3 | 0 | 0 | -9 | -2 | -6 | 14
CCOC(=O)c1cc(-c2ccccc2)n[nH]1 | 1.4 | -3 | -2 | 0 | -31 | 3 | -2 | 16
Cc1nc(N2C(=O)C(=O)/C(=C(/O)c3ccccc3)C2c2ccco2)sc1C (centres undefined) | -23 | 5 | 0 | 6 | 3 | 8 | 5 | 5
CC(=O)Nc1cccc(NC(=O)CSc2nnnn2Cc2ccccc2)c1 | 18 | 0 | -1 | -1 | 2 | -12 | -10 | 4
O=C(Nc1ccc(N2CCN(Cc3ccccc3F)CC2)cc1)c1ccccc1[N+](=O)[O-] | -0.2 | -4 | -2 | 0 | -6 | 11 | 3 | 2
CCOC(=O)C1CCN(S(=O)(=O)c2ccc(-c3nc4ccccc4s3)s2)CC1 | / | -3 | -8 | 1 | / | -28 | / | -12
CCN(CC)CCN(Cc1cc2cccc(C)c2[nH]c1=O)C(=S)Nc1ccccc1 | 0.1 | -6 | 1 | 1 | 0 | 7 | 6 | 9
CC(=O)N1CCCc2cc(S(=O)(=O)N3CCc4ccccc4C3)ccc21 | 0.1 | -2 | 1 | 0 | 5 | 3 | -6 | 3
C/C(=N/NC(=O)c1ccc2c(c1)OCO2)c1ccc(Br)s1 | 0.4 | -4 | -2 | 0 | -15 | -50 | 8 | -13
Cc1ccccc1CNC(=O)Nc1cccs1 | -0.4 | -2 | -2 | 1 | 3 | -6 | -3 | 4
CCN(CC)S(=O)(=O)c1ccc(Cl)c(NC2=NCCCCC2)c1 | -3.0 | -3 | 0 | 6 | 5 | -2 | 2 | 2
Cc1nc(N2CCOCC2)[nH]c(=O)c1C | 1.5 | -8 | 0 | -2 | -2 | -17 | 2 | 1
COc1ccc(N(C)C(=O)Nc2ccc3nsnc3c2)cc1 | 17 | / | -4 | / | 11 | 1 | -3 | 10
Cc1cccnc1NC(=O)c1ccc(S(=O)(=O)N2CCC(C)CC2)cc1 | 0.2 | -8 | 3 | -1 | 5 | -6 | -5 | 4
Cc1c(C(=O)N2CCN(c3cccc(Cl)c3)CC2)cccc1[N+](=O)[O-] | 0.1 | -5 | 0 | -2 | -2 | 19 | -3 | 20
Cc1ccc2nc(-c3ccc(SCC(=O)Nc4cc(C)on4)nc3)[nH]c2c1 | -0.4 | 2 | 3 | 5 | 18 | 3 | -15 | 11
Cc1nc2ccc(NS(=O)(=O)c3ccc4c(c3)OCCO4)cc2s1 | 96* | -7 | 1 | -2 | -10 | 10 | -8 | 18
COC(=O)C1CCN(C(=O)CSc2nnc(-c3ccncc3)o2)CC1 | 0.6 | -2 | -1 | 1 | -8 | -5 | -23 | -10
CN(C(=O)c1ccc(OC2CCN(CCc3ccccc3)CC2)cc1)C1CCOCC1 | 1.6 | -4 | -2 | 1 | -1 | 10 | -1 | 13
CCN1CCN(S(=O)(=O)c2ccc(-c3cc(C)no3)s2)CC1 | 0.0 | -8 | 0 | -4 | -5 | 2 | 0 | 0
CC(C)COc1ccc(/C(O)=C2/C(=O)C(=O)N(CCN(C)C)C2c2ccncc2)cc1 (centres undefined) | -1.3 | -6 | 0 | -6 | -7 | 3 | -10 | 6
O=C(NCCN1C(=O)S/C(=C\c2ccc(Cl)c([N+](=O)[O-])c2)C1=O)C1=COCCO1 | 11 | -4 | 1 | 8 | 2 | 0 | -2 | 3
Cc1nn(C)c(C)c1N=Cc1c(O)ccc2ccccc12 | 0.5 | -1 | 1 | -5 | 9 | 6 | 10 | 0
CCOC(=O)N1CCN(S(=O)(=O)c2ccc3c(c2)CCN3C(=O)CC)CC1 | -0.7 | 0 | 2 | 0 | -6 | 7 | -9 | 4
COc1cc2c(cc1OC)C(c1ccccc1)N(C(=O)c1ccccc1)CC2 (centres undefined) | -0.5 | -6 | 3 | -2 | 3 | 7 | 0 | 26
SMILES | MPTP inh | A3G deaminase | GRIN3A LBD mod | A3A deaminase | EBI2 antag | Gli-Sufu block | CXCR6 inh | CCR6 antagonist
O=C(CNC(=O)c1ccncc1)N/N=C/c1ccccn1 | -1.4 | -5 | 3 | -4 | 6 | 8 | -6 | -7
COc1ccc(CCNC(=O)CSc2nnc(Cc3csc(N)n3)n2C)cc1OC | -4.1 | -2 | 1 | 0 | -4 | 1 | -23 | -12
Cc1ccccc1N1CC(O)(c2cccs2)[N+]2=C1CCCC2 (centres undefined) | 2.1 | -3 | 0 | 0 | 0 | 0 | 4 | 0
COc1cc(OC)c(C2N(c3ccccn3)C(=O)C3CCCN32)cc1OC (centres undefined) | -0.8 | -2 | 0 | 0 | -1 | -8 | -8 | -13
CCOC(=O)c1sc(NC(=O)c2cc(S(=O)(=O)N3CCOCC3)ccc2C)nc1C | -8.2 | 0 | -1 | 2 | -4 | -29 | 5 | -13
Cc1ccc(S(=O)(=O)N(CC(=O)Nc2cc(C)ccc2C)C(=O)N2CCN(C)CC2)cc1 | -1.1 | -4 | 3 | -4 | -10 | -12 | 1 | 1
CCCn1c(SCC(=O)Nc2c(CC)cccc2CC)nnc1C(C)C | 0.6 | -4 | 2 | -2 | -2 | 3 | -5 | 9
Cc1nc(N2CCN(Cc3ccc4c(c3)OCO4)CC2)nc2c1C(=O)CC(c1ccco1)C2 (centres undefined) | 2.6 | -2 | -1 | 3 | 13 | -2 | 5 | 16
Cc1ccc(NC(=O)COC(=O)Cn2cnc3c2c(=O)n(C)c(=O)n3C)cc1 | -1.5 | 15 | 2 | 1 | -3 | 3 | 4 | 6
c1ccc2[nH]c(N3CCOCC3)nc2c1 | 0.7 | -2 | -1 | 2 | 10 | -4 | -7 | -5
COCCCn1c(=O)c2ccccc2n(CC(=O)Nc2ccc3c(c2)OCCO3)c1=O | 0.6 | -8 | 7 | -2 | 1 | -14 | 2 | 6
CCC(=O)NC(=S)Nc1cccc(-c2nc3ncccc3o2)c1 | 0.1 | 1 | -1 | 9 | -11 | -7 | -8 | 1
COc1cccc(NC(=O)CN(C)C(=O)COc2ccccc2Cc2ccccc2)c1 | -1.5 | -6 | -4 | -5 | -3 | -3 | 8 | 7
CCc1ccccc1N1CCN(S(=O)(=O)c2ccc(F)c(C)c2)CC1 | 3.1 | -7 | 2 | -6 | 5 | 12 | 1 | 16
Cc1ccc(NC(=O)NNC(=O)c2cc3ccccc3cc2O)cc1C | 5.2 | -6 | 6 | -3 | -8 | 0 | -1 | 10
Cc1cc(C)c2c(CN3CCN(Cc4ccccc4)CC3)cc(=O)oc2c1C | 2.1 | -3 | 0 | -3 | -2 | 35 | -2 | -7
CCc1cc(C(=O)OC)c(NC(=O)CC2Sc3ccc(C(F)(F)F)cc3NC2=O)s1 (centres undefined) | 3.8 | 8 | -6 | 2 | -9 | 3 | 1 | 6
Cc1ccc(CCNC(=O)c2coc3nc4ccccc4nc23)cc1 | -1.4 | 3 | -7 | 1 | 9 | 2 | 1 | -2
CCC(=O)N1CCC2(CC1)Oc1ccc(Cl)cc1C(=O)C21CC(c2cccnc2)=NO1 (centres undefined) | -0.1 | 4 | 2 | 0 | -4 | 1 | 2 | 15
Cc1cc(S(=O)(=O)N2CCc3ccccc3C2)ccc1F | -0.5 | -7 | 1 | -5 | -9 | -5 | -20 | 13
CCOc1ccc(/C=N/NC(=O)Cc2csc(Nc3cccc(C(F)(F)F)c3)n2)c(OCC)c1 | 1.9 | -2 | 10* | -1 | -3 | -7 | -5 | 1
CC(=O)c1cccc(NC(=O)NCCc2c[nH]c3ccccc23)c1 | 4.2 | 3 | 5 | 2 | 7 | -32 | -8 | -7
O=C(CCCN1C(=O)/C(=C/c2ccccc2Cl)SC1=S)NNC(=O)c1ccc(Cl)cc1 | 6.3 | -5 | 0 | -9 | 60* | 17 | 8 | 17
O=C(O)c1ccc(COc2ccccc2[N+](=O)[O-])o1 | 1.0 | -3 | 0 | 5 | -10 | -5 | 5 | -1
COc1cc(/C=N/NC(=O)C(Cc2c[nH]c3ccccc23)NC(=O)OCc2ccccc2)cc([N+](=O)[O-])c1O (centres undefined) | 4.2 | / | -6 | / | 17 | 1 | 24 | 46
SMILES | MPTP inh | A3G deaminase | GRIN3A LBD mod | A3A deaminase | EBI2 antag | Gli-Sufu block | CXCR6 inh | CCR6 antagonist
CC1CCN(c2ccc3nnc(CCC(=O)N4CCN(c5ccccc5F)CC4)n3n2)CC1 | -1.8 | -3 | 1 | -1 | -5 | 26 | -2 | 6
O=C(NCCNC(=O)c1ccccc1Br)c1cccnc1 | -1.2 | 7 | 2 | 1 | -10 | -10 | -4 | 5
Cc1nn(-c2ccccc2)c2c1C1(C(=O)N(C)c3ccccc31)N(c1ccccc1)C(=O)N2 (centres undefined) | -1.0 | 0 | 0 | -1 | 0 | -2 | 3 | 9
O=C(NC1CCCCC1)C(c1cccnc1)N(C(=O)c1csnn1)c1ccccc1 (centres undefined) | -1.9 | -1 | 0 | -1 | 3 | 5 | 6 | 14
O=C(COC(=O)c1cc[n+]([O-])cc1)Nc1ccc(Cl)c(C(F)(F)F)c1 | 2.0 | -9 | 1 | 16 | -11 | -12 | 2 | 8
CCOC(=O)c1cccc(C(=O)Nc2nc3ccc(OC)cc3s2)n1 | 2.1 | -16 | -8 | -8 | 7 | -47 | 28 | 23
CCc1ccc(N2C(=O)C3C4CCC(C4=C(C)C)C3C2=O)cc1 (centres undefined) | 0.3 | 3 | -6 | 5 | 5 | 5 | 4 | 0
O=C1CCCN1CCCN=c1c([N+](=O)[O-])nn(-c2ccc(Cl)cc2)n1O | 2.1 | / | 0 | / | -5 | 25 | -14 | -20
Cc1cc(C(=O)CC#N)c(C)n1-c1ccc(OC(F)F)cc1 | 3.2 | -6 | 2 | 3 | -3 | -3 | -3 | 0
Cn1c(=O)c([N+](=O)[O-])c(NCc2ccc3c(c2)OCO3)c2ccccc21 | 5.5 | -7 | -1 | -3 | 6 | 1 | 0 | 9
Oc1ccccc1-c1cc(-c2ccccc2)n[nH]1 | 2.8 | -8 | -6 | -2 | 8 | -1 | 8 | 7
O=C(NC1CCN(Cc2ccc3ccccc3c2)CC1)c1ccccc1 | 2.0 | -5 | -2 | -1 | 11 | 45 | 1 | 14
O=C(NC1CC1(c1ccccc1)c1ccccc1)c1ccccc1 (centres undefined) | -1.1 | / | 1 | / | -3 | 3 | -1 | 18
O=C(NC1CCN(S(=O)(=O)c2ccc(F)cc2)CC1)c1cccc(F)c1 | 0.0 | 3 | -2 | 2 | -12 | 2 | 8 | 6
COc1ccc(NS(=O)(=O)c2cccc(NC(=O)NC3CCCCC3)c2)cc1 | 12 | -2 | 4 | -1 | 10 | 6 | -11 | 9
O=C(Nc1ccc(Cl)cc1)c1ccc(S(=O)(=O)N2CCOCC2)cc1 | -0.2 | -5 | 15* | 0 | 15 | 14 | 0 | 14
COCCNCCCOc1ccc(C(C)(C)c2ccccc2)cc1 | -0.9 | -2 | -1 | -1 | -3 | 26 | 4 | 22
